# Screens from PubChem.
# INS promoter inh = TRM-6 insulin promoter activity inhibition; inhibition, % at 2 µM; AID 1273; TRM-6 cells (human fetal islet line), insulin promoter-eGFP reporter, imaging; reporter expression induced with tamoxifen; hit rate 0.9% among 130,000;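 active means inhibition above the mean plus 3 SD, with well images judged a real hit on visual review, cut at about 60% in these data, passing the limit was not always enough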
# sdo1 growth = compounds rescuing growth of sdo1-depleted yeast, bone marrow failure model | S. cerevisiae sdo1-depleted JHY4D growth rescue, OD600 30 h; active compounds read high; pdr5 snq2 efflux-pump mutant strain | z-score at 10 µM | hit rate 0.21% among 140,000 | AID 817;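 active means z-score above 3 at both the 24 hr and the 30 hr optical density reads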;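 further: z-score against mean and SD of all compound wells on the same plate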
# sdo1 growth Rescue 24 h = further read-out of sdo1 growth, marked with its call; z-score; S. cerevisiae sdo1-depleted JHY4D growth rescue, OD600; measured here: growth rescue at 24 h;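 0 is the plate mean of compound wells and units are plate SD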
# The depositor's hits bear a star; i = inactive; / = no result given; [ ] = another dose, or the depositor's remark.
smiles,sdo1 growth Rescue 24 h,INS promoter inh,sdo1 growth
NS(=O)(=O)c1ccc(NC(=O)COC(=O)C2(c3ccccc3F)CCCC2)cc1,0.64,/,0.85
O=C(NC1CCCCC1)c1ccc(S(=O)(=O)N2CCCCC2)cc1,-0.44,38,0
COC(=O)c1c(NS(=O)(=O)Cc2ccccc2)sc2c1CCCC2,-1.1,17,-2
Cc1ccc(/C=C/C(=O)NC2CCCCCCC2)o1,-0.75,0,-0.69
Cc1ccc2nc(N(CCCN(C)C)C(=O)c3cc4ccccc4oc3=O)sc2c1,-0.07,-21,-0.25
O=C(/C=C/c1c(Cl)nc2ccccn12)Nc1ccc(F)cc1,/,4,/
O=C(OCC(=O)c1ccc[nH]1)c1ccc(S(=O)(=O)N2CCCCCC2)cc1,-0.12,26,-0.51
Cc1ncc([N+](=O)[O-])n1Cc1ccc(F)cc1,/,14,/
CCOC(=O)c1ccccc1N/C=C1\CCCC1=O,0.39,/,-0.19
Cc1c(Cl)cccc1Nc1nc(N)nc(CSc2ncccn2)n1,-1.1,-27,-1.1
Cc1ccc(O)c(NC(=S)NC(=O)CC(C)C)c1,0.18,0,0.48
COc1ccc(S(=O)(=O)N(C)CC(=O)N2CCN(c3ccc(F)cc3)CC2)cc1OC,0.33,29,0.43
CCOC(=O)c1ccc2nc(C)c3c(c2c1)OC(C)C3 (stereo not given),-0.1,-31,0.63
Cc1ccc(-c2noc(CN(C(=O)C(c3ccccc3)c3ccccc3)C(C)C)n2)cc1,-1,3,-0.85
Cc1[nH]c2ccc(F)cc2c1CCN(Cc1cccnc1)C(=S)Nc1ccc(F)cc1,/,-56,/

# (cont.)
smiles,sdo1 growth Rescue 24 h,INS promoter inh,sdo1 growth
COC(=O)C1=C(C)NC(C)=C(C(=O)OC)C1c1ccc(-c2cccc(Cl)c2Cl)o1,-1.1,/,-1.6
COc1ccc(N(Cc2ccccc2)C(=O)CSc2nnc(Cn3nnc4ccccc43)o2)cc1,-0.6,-29,-1.4
CC(=O)Nc1ccc(-c2nnc(SCc3c(C)cc(C)cc3C)n2C)cc1,-1.1,/,-1.4
Cc1cccc(N=C2NC(=O)/C(=C\c3cccs3)S2)c1,-0.47,0,-0.12
COc1ccc(C(CC(=O)O)NC(=O)Nc2ccccc2)cc1OC (stereo not given),/,27,/
CCCCN(CCCC)CC(O)COc1ccccc1Br (stereo not given),-1.5,-42,-1
CCCCn1c(SCc2nc3ccccc3s2)nc2cc(S(N)(=O)=O)ccc21,1.8,46,0.74
COc1ccc2c(c1OC)CN(C)CCc1cc3c(cc1C(=O)C2)OCO3,/,17,/
CCOC(=O)N1CCN(c2cc(=O)n(C3CCCCC3)c(=O)[nH]2)CC1,-0.48,/,-0.27
CC(=O)NCCn1c(C)cc2ccccc21,1.7,/,1.8
CCOc1ccc(OCC)c(NC(=O)C2CCN(c3ncccn3)CC2)c1,2.1,23,0.4
O=C(CN1C(=O)c2cccc3cccc1c23)Nc1ccc2c(c1)OCO2,-0.41,0,-0.79
CCN(Cc1ccccc1)C(=O)C1CCN(Cc2ccc(OC)c(OC)c2OC)CC1,-0.92,-37,-1
C=COCCNC(=O)C(=O)NCC(C)C,/,30,/
Clc1ccc(OCc2nnnn2-c2ccccc2)cc1,0.01,-20,0.01

# (list continues)
smiles,sdo1 growth Rescue 24 h,INS promoter inh,sdo1 growth
CCC(=O)N1CCc2cc(Br)cc(S(=O)(=O)CC(=O)OC)c21,1.1,/,0.73
COc1ccc(-n2c(N)c(C#N)c3ccc([N+](=O)[O-])cc3c2=O)cc1,1.6,/,1.3
c1coc(CNc2ncnc3sc4c(c23)CCCCC4)c1,-1.1,12,-1.7
CC(C)(C)NC(=O)NC(=O)COC(=O)c1ccc2c(c1)S(=O)(=O)N=C1CCCCCN12,0.64,48,0.74
Cc1ccc(CCNc2ccccc2)c[n+]1[O-],1.1,17,1.3
CC1(C)CC(=O)C2=C(C1)OC(N)=C([N+](=O)[O-])C2c1cccs1 (stereo not given),0.91,27,0.93
Cc1nc2cc(O)ccc2n1C,-0.6,/,0.17
COc1ccc(C2N(c3cc(Cl)ccc3OC)C(=O)C3CCCN32)cc1 (stereo not given),-0.4,/,-0.01
CC(C)N(c1ccccc1)c1ccc(NC(=O)COC(=O)CCN2C(=O)c3cccc([N+](=O)[O-])c3C2=O)cc1,-0.63,37,-0.17
CCC(=O)c1c(OCc2ccccc2)ccc2c(C)cc(=O)oc12,/,7,/
Cc1cc(C)n(Cc2ccc(C(=O)Nc3ccc(Br)cc3C)o2)n1,0.38,-43,0.51
O=c1nc(-c2ccccc2)cc(-c2ccccc2)[nH]1,-1.1,/,-0.63
Cc1nc(SCC(=O)NCc2ccco2)c2c3c(sc2n1)CCCC3,-0.39,/,-0.76
Cc1nn(-c2ccccc2)c(Cl)c1C(=O)OC(C)C(=O)Nc1ccc2c(c1)OCO2 (stereo not given),-1.5,-11,-0.88
CCOC(=O)Cn1nnnc1CN(Cc1cccs1)Cc1cc2cc(C)cc(C)c2[nH]c1=O,0.49,-58,-0.05

# The list goes on.
smiles,sdo1 growth Rescue 24 h,INS promoter inh,sdo1 growth
O=c1cc(O)sc2ccccc12,0.58,/,0.51
Cc1sc(N/N=C/c2ccco2)nc1-c1ccccc1,0.17,15,-0.2
Cc1ccc(C)c2c(N)c3c(nc12)CCCCC3 (tested in a mixture with another compound),/,29,/
CN1CCN(c2nc(C(N)=O)cc(-c3ccccc3)n2)CC1,1.6,12,1.6
COc1ccc2nc(NC(=O)CCN3C(=S)NC(C)(C)CC3C)sc2c1 (stereo not given),0.05,-29,-0.08
Cc1ccccc1OCc1nnc(SCC(=O)Nc2ccc3c(c2)oc2ccccc23)n1C,1,-25,-0.11
O=C(Nc1ccc(N2CCN(Cc3ccccc3)CC2)cc1)c1cccnc1,0.48,-83,0.8
CCN1C(=O)C2C(C1=O)N1C(c3ccccc3)C3C(=O)N(CC)C(=O)C3N1C2c1ccccc1 (stereo not given),-0.23,-26,0.23
O=C(Cn1nnc(-c2ccc(CN3CCOCC3)cc2)n1)N(c1ccccc1)c1ccccc1,/,6,/
CCOc1ccccc1C1C(C(N)=O)=C(C)Nc2nc(-c3ccccc3Cl)nn21 (stereo not given),-0.28,/,-0.61
COc1ccc(C(=O)Nc2ccc(-c3ccc(NC(=O)c4ccc(OC)cc4)c(OC)c3)cc2OC)cc1,0.83,28,-0.07
Cc1ccnc(NC(=O)Nc2ccc(F)cc2)c1,-0.8,-26,-0.34
O=C(NNC(=O)c1ccccc1Br)c1cccc(Cl)c1,0.24,-3,0.21
COc1cc(/C=N/NC(=O)c2cccnc2)ccc1OC(=O)c1ccc2c(c1)OCO2,0.85,/,-0.17
CCc1ccc2oc(-c3cccc(N)c3)nc2c1,-0.63,-14,-0.78

# Next compounds
smiles,sdo1 growth Rescue 24 h,INS promoter inh,sdo1 growth
CC1CC2=C(C(=O)O1)C(c1ccccc1)Nc1ccccc1N2 (stereo not given),-1,15,-0.25
Cc1ccc(CNC(=O)c2cc3c(=O)n(C)c4ccccc4c3n2C)cc1,0.82,/,-0.75
CCn1c2ccc(Cl)cc2c2nc3ccccc3nc21,-1.3,27,-1.4
Clc1ccc(Oc2nc(N3CCOCC3)nc(N3CCOCC3)n2)c(C2CCCCC2)c1,/,23,/
CC(C)C(NC(=O)c1ccccc1F)C(=O)OCC(=O)c1ccc(F)cc1 (stereo not given),/,-29,/
Cc1ccc(C(=O)OCC2OC3OC(C)(C)OC3C2O)cc1 (stereo not given),1,-10,0.51
COc1ccc(NC(=S)NCc2ccc3c(c2)cc(C)n3C)cc1,-0.34,51,-0.42
Cc1cc(NC(=O)Cc2ccccc2)ccc1NC(=O)c1cccs1,/,-10,/
Cc1cc(C)cc(NC(=S)N(CCN2CCCCC2)Cc2ccco2)c1,/,-53,/
N#CC12CCCCC1CC1CCCCC1(C#N)N2CCO (stereo not given),-1,23,-0.02
O=C(CC1C(=O)N(c2ccccc2)C(=O)N1C1CCCCC1)Nc1ccccc1 (stereo not given),-0.78,-21,-0.66
CCOC(=O)C1=C(O)C(=O)N(c2ccc(S(N)(=O)=O)cc2)C1c1ccc(Cl)cc1 (stereo not given),-0.77,-29,-0.58
CC(/C=C/c1ccccc1)=N/NC(=O)c1cnccn1,-0.2,67,0.29
O=C(NC1CCCCC1)N(CCN1CCOCC1)Cc1cc2cc3c(cc2[nH]c1=O)OCCO3,-0.21,/,0.51
CN(C)c1oc(-c2ccc(OCc3ccccc3)cc2)nc1C#N,-1.3,-64,-0.81

# (list continues)
smiles,sdo1 growth Rescue 24 h,INS promoter inh,sdo1 growth
COc1ccc(NC(=O)CSc2ccccc2)cn1,/,40,/
CC(OC1=CC(=O)CCC1)C(=O)c1ccccc1 (stereo not given),-0.47,-35,-0.1
Cc1c(NC(=O)c2cc3nc(-c4ccccc4)cc(C)n3n2)c(=O)n(-c2ccccc2)n1C,-0.42,/,0.23
CCOC(=O)c1[nH]c2ccccc2c1NC(=O)c1ccc(S(=O)(=O)N(C)C)cc1,-0.51,41,-0.42
O=C(N/N=C/c1cccc(F)c1)c1c(O)c2c([nH]c1=O)CCCC2,-1.4,-12,-1.8
O=C(CSc1nnc(Cc2csc(Nc3cccc(Cl)c3)n2)o1)N1CCc2ccccc21,1.2,/,-0.48
O=C(CCS(=O)(=O)c1ccccc1)Nc1cccc(-c2nc3ccccc3s2)c1,-0.53,-36,-1.1
Cc1ccc(-c2csc(NC(=O)CSc3ncn(-c4ccccc4)n3)n2)cc1,-0.14,-3,-1.3
COc1ccc(N2CCN(C(=O)CSc3nnc(C)c(=O)[nH]3)CC2)cc1,0.37,-7,0.22
O=S(=O)(NCCc1ccncc1)c1ccc(S(=O)(=O)N2CCCCCC2)cc1,-0.41,/,-0.66
COc1ccc(NC(=O)c2ccsc2NC(C)=O)cc1,/,-118,/
COc1ccccc1NC(=O)C1CC(=O)N(c2ccc(F)cc2)C1 (stereo not given),0.51,-9,0.18
Cc1ccc(NC(=O)CN(C)C(=O)COc2ccc(C(=O)c3ccc(F)cc3)cc2)cc1,-0.68,0,-0.48
COC(=O)CCC(=O)NNC(=O)c1cccc(Cl)c1,0.08,10,0.49
CCCCCOc1ccc(OC(=O)c2ccncc2)cc1,0.31,/,-0.08

# (list continues)
smiles,sdo1 growth Rescue 24 h,INS promoter inh,sdo1 growth
CCN1CCN(C(=O)c2ccc(Cl)c(S(=O)(=O)N3CCCCCC3)c2)CC1,/,-36,/
Cc1ccn2cc(-c3ccc(NC(=O)c4ccco4)cc3)nc2c1,1.1,14,1.2
Cc1cccc(Nc2nnc(-c3ccc(N4CCOCC4)c([N+](=O)[O-])c3)c3ccccc23)c1,-0.25,8,-0.63
Cn1nc(OCc2ccccc2)ccc1=O,1.2,-106,1.1
Cc1cccc(OCCCC(=O)Nc2ccc(S(N)(=O)=O)cc2)c1,/,40,/
O=C(CN1C(=O)CC(c2ccco2)Sc2ccccc21)Nc1ccccc1F (stereo not given),0,/,-1.1
CN(C)C=Nc1ccc2nn(-c3ccccc3)nc2c1,-0.04,/,0.23
COc1ccc(N(CC(=O)NCCC2=CCCCC2)S(C)(=O)=O)cc1OC,-0.23,-19,0.24
O=C(O)CNc1ncccc1[N+](=O)[O-],/,39,/
O=c1oc2cc(OCc3c(F)cccc3Cl)ccc2cc1-c1ccccn1,2.2,/,0.25[8.6 µM]
Cc1cc(C)nc(NC(N)=NCCc2c[nH]c3ccccc23)n1,/,-15,/
CCOc1ccc(N(C(=O)CNC(=O)c2cccs2)C(C(=O)NCC2CCCO2)c2ccc(OC)c(OC)c2)cc1 (stereo not given),/,5,/
COc1ccc(O)c(C(=O)c2cc(C#N)c(=O)n(Cc3ccccc3)c2)c1,/,-37,/
COc1ccc(C(c2sc3nc(C)nn3c2O)N2CCN(Cc3ccccc3)CC2)cc1OC (stereo not given),0.52,-40,-0.09
COc1ccc(S(=O)(=O)N2CCC(C(=O)NCC(c3cccs3)N(C)C)CC2)cc1 (stereo not given),1.2,/,0.67
COc1cccc(COc2nc3c(c(=O)n(C)c(=O)n3C)n2C)c1,-0.22,i,-0.1

# This is a subset; the hit share may differ from the screen's.
